Assay outcomes (PubChem BioAssay)
Cneo AK release = causes C. neoformans cell lysis | adenylate kinase release luminescence, 4 h; normalised: neutral wells 0, clomiphene wells 100 | lysis activity, % at 15 µM | 0.2% of 360,000 active | AID 651654;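 active means mean lysis activity across replicates of at least 80%, whatever share of replicates individually reach that level; inactive means mean lysis activity below 80%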
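Test system: log-phase Cryptococcus neoformans yeast cells. Input: 5 × 10^6 yeast cells/mL. Medium: fresh YPD growth medium. Doses: single dose. Incubation: static 4 h at 37 °C with compound, 1 h detection. Measured by: luminescent adenylate kinase detection reagent. Read-out: signal increase indicating cell lysis. Benchmarks: Clomiphene.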
GSIS activator = primary screen for activators of insulin secretion dependent on glucose, INS-1E cells, GLuc reporter luminescence; INS-1E GLuc reporter insulin secretion, 2-3 h; activation, % at 16.6 µM; 0.61% of 370,000 active; AID 743287;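 active means lowest replicate activation of at least 40%, so every replicate reaches that level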;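 further: 0% = median of neutral control wells and 100% = median of IBMX positive control wells; some compounds called inactive have numbers as strong as hits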
PAX8 reporter = lowers PAX8-driven luciferase in RMG-I cells. RMG-I TPO-luciferase reporter, SteadyGlo, 24 h. 1.2% of 360,000 active. AID 652154. inhibition, % at 12.6 µM;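 active means mean replicate inhibition at least 60% with every replicate also reaching 60%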;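 further: luciferase light reporting Pax8 driven TPO promoter activity; plate controls were median of neutral control wells for no effect and mitoxantrone controls for full effect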
C2C12 statin = suppression of simvastatin myotoxicity. rescue of ATP level, % at 7.49 µM. C2C12 myotubes + simvastatin, ATP luminescence, 48 h; scaled: DMSO 0, geranylgeraniol control 100. 0.78% of 330,000 active;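 active means mean ATP rescue above about 67%, or every replicate alone reaching that limit, limit read from the data, passing the limit was not always enough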;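 further: myotubes were challenged with 10 µM simvastatin during compound exposure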
LGR2 inh = Drosophila LGR2 receptor signaling inhibition | HEK293 LGR2, CRE-luciferase, bursicon-stimulated, 4 h | inhibition, % at 9.99 µM | AID 720647 | 0.35% of 380,000 active;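 active means drop in luminescence signal, shown as inhibition above about 50% in the replicate tests, limit read from the data, passing the limit was not always enough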;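 further: agonist challenge used bursicon conditioned medium at about half maximal strength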
PGC1a acetyl inh = PGC1a acetylation modulation, inhibitor mode; U2OS PGC1a acetylation, AlphaScreen anti-acetyl-lysine; with virally co-expressed GCN5 acetyltransferase; inhibition, % at 15.6 µM; 0.17% of 350,000 active;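 active means every replicate shows inhibition of at least 40%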;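 further: 0% = neutral control wells and 100% = positive control wells; some results beyond the cut were filed as inactive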
ARNT TACC3 PPI = disrupts binding between human ARNT and TACC3; AlphaScreen His-ARNT PAS-B/GST-TACC3 binding, luminescence; TACC3 fragment carries E629A point mutation; Q9Y6A5; AID 623870; 0.66% of 390,000 active; inhibition, % at 9.99 µM;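 active means mean inhibition of replicates at least 50% and at least half of replicates each reaching 50%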;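 further: 0% = complete ARNT plus TACC3 wells and 100% = ARNT alone without TACC3; many hits fall short of the cut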
PglD DTNB = inhibitors of Campylobacter jejuni PglD acetyltransferase; purified PglD enzyme, DTNB colorimetric CoA detection; inhibition, % at 12.5 µM; 0.098% of 360,000 active; in the data active means inhibition above about 16%, passing the limit was not always enough; further: strong numbers were not always called active
* = called active by the depositor; / = no result given; & = joins results of further samples.

Labels used below: A = Cneo AK release; B = GSIS activator; C = PAX8 reporter; D = C2C12 statin; E = LGR2 inh; F = PGC1a acetyl inh; G = ARNT TACC3 PPI; H = PglD DTNB
O=C(C[C@@H]1C[C@@H]2c3cc(NS(=O)(=O)c4ccc(F)cc4)ccc3O[C@@H]2[C@@H](CO)O1)NCc1ccccn1
  A: 3; B: -10; C: 6; D: -8; E: 0; F: 3; G: 10; H: -1

COc1ccc(S(=O)(=O)N2CCCOC2CNC(=O)C(=O)NCc2ccccc2F)cc1C (stereo not drawn)
  A: 2; B: 0; C: -13; D: /; E: 4; F: /; G: 35; H: /

COC(=O)C(Cc1c[nH]c2ccccc12)NC(=O)CNC(C)=O (stereo not drawn)
  A: 1; B: /; C: /; D: -16; E: /; F: -25; G: -1; H: -11

CCCc1sc(N2CCCC(C(N)=O)C2)nc1-c1ccccc1 (stereo not drawn)
  A: 3; B: 6; C: 15; D: 10; E: -4; F: -7; G: 7; H: 0

NC(=O)c1cc(S(=O)(=O)N2CCOCC2)cs1
  A: -1; B: 5; C: 8; D: 3; E: 0; F: -2; G: 2; H: -1

CCOc1ccc(CCNC(=O)COC(=O)/C=C/c2ccc(OC(F)F)c(OC)c2)cc1OCC
  A: 9; B: 11; C: /; D: 3; E: 1; F: /; G: 0; H: -3

C=CCN1c2ccccc2[C@]23C[C@@H](C(=O)OC)N(C(C)=O)C2=NC(C(=O)OC)=C(C(=O)OC)[C@H]13
  A: -1; B: 10; C: 12; D: 21; E: 1; F: /; G: 9; H: 8

Cc1ccccc1-c1nnc(-c2ccc(Br)cc2)o1
  A: /; B: /; C: -201; D: -13; E: /; F: -13; G: -3; H: /

COc1cc(/C=N/N=C2/NC(=O)C(c3ccccc3)S2)ccc1O (stereo not drawn)
  A: 2; B: 25; C: /; D: /; E: -17; F: -8; G: 3; H: 2

Cc1cccc(-c2ccc([C@H]3[C@@H](CO)N4CCCCN(S(=O)(=O)c5cccs5)C[C@H]34)cc2)c1
  A: -1; B: -18; C: 22; D: /; E: 6; F: -5; G: 1; H: 0

O=C(C[C@@H]1C[C@@H]2c3cc(NC(=O)C4CCOCC4)ccc3O[C@@H]2[C@H](CO)O1)NCC1CC1
  A: -5; B: -3; C: -10; D: 7; E: -11; F: -4; G: -8; H: -3

C[C@@H](O)C#Cc1ccc([C@H]2[C@@H](CO)N3CCCCN(CC4CCOCC4)C[C@@H]23)cc1
  A: -1; B: 7; C: 8; D: /; E: 12; F: -1; G: -2; H: -2

CCc1ncc(CO)n1Cc1cccc2ccccc12
  A: 2; B: 3; C: -30; D: -4; E: -5; F: 4; G: /; H: -2

CCOCCCNC(=O)c1cn(CC)c2ccc(S(=O)(=O)N3CCC(C)CC3)cc2c1=O
  A: 2; B: -7; C: 7; D: -4; E: -1; F: -3; G: 0; H: 1

O=C(C[C@H]1C[C@H]2c3cc(NS(=O)(=O)c4ccccc4)ccc3O[C@H]2[C@H](CO)O1)NCC(F)(F)F
  A: 14; B: -7; C: 15; D: -1; E: 6; F: 1; G: -10; H: 0

Another view of part of the listing above.
SMILES	Cneo AK release	GSIS activator	PAX8 reporter	C2C12 statin	LGR2 inh	PGC1a acetyl inh	ARNT TACC3 PPI	PglD DTNB
CCc1ncc(CO)n1Cc1cccc2ccccc12	2	3	-30	-4	-5	4	/	-2
CCOCCCNC(=O)c1cn(CC)c2ccc(S(=O)(=O)N3CCC(C)CC3)cc2c1=O	2	-7	7	-4	-1	-3	0	1
C=CCN1c2ccccc2[C@]23C[C@@H](C(=O)OC)N(C(C)=O)C2=NC(C(=O)OC)=C(C(=O)OC)[C@H]13	-1	10	12	21	1	/	9	8
C[C@@H](O)C#Cc1ccc([C@H]2[C@@H](CO)N3CCCCN(CC4CCOCC4)C[C@@H]23)cc1	-1	7	8	/	12	-1	-2	-2
CCCc1sc(N2CCCC(C(N)=O)C2)nc1-c1ccccc1 (stereo not drawn)	3	6	15	10	-4	-7	7	0

Next part:
Labels used below: A = Cneo AK release; B = GSIS activator; C = PAX8 reporter; D = C2C12 statin; E = LGR2 inh; F = PGC1a acetyl inh; G = ARNT TACC3 PPI; H = PglD DTNB
CN1CCN(CCC(=O)N/N=C/c2cc([N+](=O)[O-])ccc2OC(F)F)CC1
  A: 0; B: -9; C: 0; D: -9; E: 9; F: 2; G: /; H: -11

COc1ccc(CC(=O)NC2=NCCS2)cc1
  A: -1; B: /; C: /; D: 1; E: /; F: 49; G: -2; H: -5

CCN1CCCC1CNC(=O)c1ccc(Sc2ccccc2Cl)c([N+](=O)[O-])c1 (stereo not drawn)
  A: 3; B: -3; C: 2; D: -16; E: 26; F: 4; G: 11; H: 1

CCn1c(C)cc2c(c1=O)C(c1ccc3c(c1)OCO3)C(C#N)=C(N)O2 (stereo not drawn)
  A: 3; B: /; C: /; D: 28; E: /; F: -3; G: 9; H: 0

O=C(C[C@@H]1CC[C@@H](NC(=O)Nc2ccc(F)cc2)[C@H](CO)O1)NCc1ccccn1
  A: -1; B: 12; C: -4; D: -2; E: -11; F: -5; G: 12; H: -2

COC(=O)c1cc(C(=O)c2cc(Cl)ccc2O)coc1=N
  A: 0; B: -2; C: 4; D: 2; E: 22; F: 6; G: -8; H: 8

C[C@H](CO)N1C[C@H](C)[C@H](CN(C)CC2CCCCC2)Oc2ccc(NS(=O)(=O)c3ccccc3)cc2C1=O
  A: 7; B: -7; C: -3; D: 22; E: -6; F: -2; G: 0; H: 2

CC(=O)NNC(=O)c1ccncc1
  A: -3; B: /; C: /; D: 3; E: /; F: -5; G: -13; H: -3

O=C(CC12CC3CC(CC(C3)C1)C2)NCO
  A: 0; B: 20; C: /; D: -19; E: 8; F: 9; G: 3; H: 2

CC1=C2C3OC(=O)C(C)C3CCC2(C)C=CC1=NO (stereo not drawn)
  A: 1; B: /; C: -10; D: 0; E: 3; F: -12; G: 1; H: -1

Cc1ccc2nc(SCC(=O)NCc3ccco3)c(C)cc2c1
  A: -2; B: 16; C: 4; D: 15; E: 10; F: -8; G: /; H: -4

COc1ccc(N2CCN(C(=O)CCc3cc(OC)c(OC)c(OC)c3)CC2)cc1
  A: 0; B: 4; C: 24; D: -1; E: 11; F: 2; G: -3; H: 3

CC(C)Cc1nc2sc3c(=O)[nH]cnc3c2c2c1CCC2
  A: 6; B: 13; C: /; D: 3; E: 12; F: /; G: -1; H: 2

COc1ccc(S(=O)(=O)N(C)C[C@H]2OCCCC[C@H](C)Oc3ccc(NC(=O)Nc4cccc5ccccc45)cc3C(=O)N([C@@H](C)CO)C[C@@H]2C)cc1
  A: 2; B: 8; C: -22; D: /; E: 16; F: 0; G: /; H: 4

Cn1cccc1Cc1nnc(SCC(=O)NCCc2ccccc2)n1C
  A: /; B: -7; C: -4; D: /; E: 19; F: /; G: 3; H: /

CCCCCc1c(C)nc(N2CCOCC2)[nH]c1=O
  A: 1; B: -11; C: /; D: 3; E: 8; F: -5; G: -3; H: 0

CC(=O)c1cnc2c(-c3ccccc3)cnn2c1C
  A: -3; B: /; C: /; D: 4; E: /; F: -8; G: -5; H: -4

COc1ccccc1N1CCN(c2ccc3c(c2)S(=O)(=O)c2cccc(C(=O)NCC4CC4)c2C3=O)CC1
  A: 9; B: -1; C: -4; D: 6; E: 13; F: -20; G: /; H: -16

CCCS(=O)c1nc(C)cc(C)c1S(C)(=O)=O (stereo not drawn)
  A: /; B: -14; C: 21; D: /; E: -12; F: 8; G: 33; H: /

CC(=O)Nc1ccc(-c2ccnc3c2CC(C(=O)Nc2ccccc2)O3)cc1 (stereo not drawn)
  A: 0; B: -7; C: -7; D: -24; E: -5; F: -10; G: /; H: 1

CCOc1ccc(CCNC(=O)c2cc3sccc3n2CC)cc1OCC
  A: -1; B: /; C: -10; D: 6; E: /; F: 11; G: 18; H: -2

O=C(C[C@H]1CC[C@H]2[C@@H](COC[C@@H](O)CN2C(=O)c2ccncc2)O1)NCc1cc(F)cc(F)c1
  A: -4; B: 15; C: -10; D: -6; E: 9; F: -8; G: -13; H: 2

O=C(CSc1nnc(C2COc3ccccc3O2)o1)N1CCCC1 (stereo not drawn)
  A: -16; B: 4; C: -9; D: /; E: -15; F: 3; G: 28; H: 2

COc1cc(C(=O)Nc2cccc(C)n2)ccc1OCC(=O)N1CCOCC1
  A: 2; B: -6; C: -4; D: 25; E: -6; F: 0; G: -3; H: -2

COc1ccc(-c2cc(Nc3ccccc3NC(=O)C(F)(F)F)n(CCC#N)n2)cc1
  A: 2; B: -26; C: 40; D: /; E: -7; F: -13; G: -3; H: 0

C[C@H]1CN([C@@H](C)CO)C(=O)c2cccc(NC(=O)c3cnccn3)c2O[C@H]1CN(C)Cc1ccc(C(=O)Nc2ccccc2N)cc1
  A: /; B: 20; C: 22; D: /; E: -11; F: -203; G: /; H: /

Cc1ccc(NC(=O)CSCC(=O)N(C)Cc2ccc(Cl)c(Cl)c2)cc1
  A: 1; B: -38; C: 4; D: -1; E: -2; F: -5; G: -4; H: -3

CC(=O)N1CC(=O)N2[C@H](CO)[C@@H](c3ccc(-c4ccc(C(=O)N(C)C)cc4)cc3)[C@H]2C1
  A: /; B: -14; C: 3; D: /; E: 3; F: 1; G: /; H: /

Cc1cc(-c2nnc(SCC(=O)Nc3ccc(Cl)cn3)n2N)n[nH]1
  A: 0; B: -5; C: -2; D: 5; E: -3; F: -2; G: -2; H: 4

CC(=O)NNC(=O)c1sc(=S)n2c1[nH]c(=O)c1sccc12
  A: /; B: -1; C: -3; D: /; E: 13; F: -4; G: 13; H: /

CN(C)CC#Cc1ccc([C@H]2[C@@H](CO)N3CCCCN(CC4CCOCC4)C[C@H]23)cc1
  A: -1; B: 23; C: 12; D: 18; E: -18; F: 5; G: 3; H: 6

O=C(O)c1ccc(OC2CSC2)cc1
  A: 3; B: /; C: /; D: 11; E: /; F: /; G: -12; H: 3

Cc1ccc(-n2c(C)n[nH]c2=S)cc1
  A: -1; B: 12; C: 6; D: /; E: -25; F: 11; G: -4; H: 13

Cc1ccccc1-c1ccc([C@H]2[C@H]3CN(S(=O)(=O)c4ccc(F)cc4)CCCCN3[C@H]2CO)cc1
  A: -2; B: -6; C: -12; D: -12; E: 16; F: 1; G: 6; H: 1

Cc1ccc(C)c(S(=O)(=O)N2CCCC2CNC(=O)C(=O)NCc2ccco2)c1 (stereo not drawn)
  A: -1; B: 10; C: 25; D: 2; E: 10; F: -5; G: -1; H: 3

C[C@H](CO)N1C[C@H](C)[C@@H](CN(C)C(=O)Cc2ccccc2)OCCCC[C@H](C)Oc2ccc(NS(=O)(=O)c3ccc(F)cc3)cc2C1=O
  A: -3; B: -17; C: -3; D: /; E: -11; F: 10; G: 0; H: 1

CCCCC#Cc1ccc2c(c1)COc1c3ccccc3nn1-2
  A: 4; B: /; C: -67; D: -16; E: /; F: /; G: 2; H: 2

CCOC(=O)c1c(C)nn(Cc2cccc(Cl)c2)c1N
  A: /; B: -5; C: /; D: 9; E: 2; F: /; G: -2; H: /

COc1cc(O)oc1C=Nc1ccccc1
  A: 1; B: /; C: /; D: 5; E: /; F: -7; G: 0; H: 6

COC(=O)Cc1c(C)c2c(O)cc(C)cc2oc1=O
  A: -1; B: /; C: /; D: 4; E: /; F: 0; G: /; H: 1

CCN(C[C@H]1N[C@@](C)(C(=O)OC)[C@H]2C(=O)N(C)C(=O)[C@@H]12)S(=O)(=O)c1ccc(OC(F)(F)F)cc1
  A: -1; B: 13; C: 1; D: -9; E: -8; F: /; G: 0; H: -1

CCO[C@@H]1OC(C(N)=O)=C[C@H](c2cn(C(C)=O)c3ccccc23)[C@H]1CCCO
  A: 1&9; B: -3; C: 4&19; D: 4; E: -7; F: -2&6; G: -3; H: 1

O=C(N/N=C/c1ccoc1)c1ccc([N+](=O)[O-])cc1
  A: 0; B: 3; C: 17; D: /; E: -7; F: 1; G: 0; H: -1
